Assay outcomes from PubChem BioAssay.
ROMK primary: modulators of human ROMK potassium channel; P48048; Tet-inducible ROMK, thallium flux fluorescence; actives lie on both sides; B-score at 10 µM; 130,000 compounds, 2% hits;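 active = signal ratio slope over the read window, or its plate-corrected B-score, at least 3 SD from the plate mean, either direction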;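 also: B-score of the F/F0 ratio slope over 7 to 12 s after thallium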
RAM network inh: yeast RAM network inhibition. AID 868. inhibition, % at 50 µM. S. cerevisiae dse1pr::URA3 reporter, 5-FOA growth OD615, 2 d; analog-sensitive cbk1-as2 kinase mutant strain. 190,000 compounds, 1.8% hits;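 active = inhibition above a set limit, 3 SD over mean compound inhibition, cut at about 8.4% in these data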;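 also: 0% = DMSO-only wells with no growth and 100% = 10 µM 1-NA-PP1 full growth; inhibition rescues growth on 5-FOA so higher OD means more RAM inhibition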
PPARg SRC2 recr: agonists of SRC-2 recruitment by human PPARgamma; P37231; PPARgamma LBD-SRC-2 recruitment, biochemical; 200,000 compounds, 0.34% hits; activation, % at 8 µM; AID 1032; in the data active = activation above about 22%;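 also: 0% = vehicle and 100% = reference agonist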
PPARg SRC-1 ag: promotes SRC-1 coactivator recruitment by human PPARgamma. P37231. PPARgamma-SRC-1 coactivator recruitment biochemical assay. activation, % at 8 µM. 200,000 compounds, 0.41% hits. AID 631; in the data active = activation above about 19%;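 also: 0% = DMSO and 100% = reference agonist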
STAT1 inh: reduces IFN-gamma driven STAT1 reporter signal; inhibition, % at 5.5 µM; NIH 3T3 STAT1-luciferase reporter, luminescence; 200,000 compounds, 0.35% hits; AID 920;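 active = inhibition above a set limit, the mean inhibition across all tested compounds plus 3 SD, cut at about 34% in these data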;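 also: 0% = IFN-gamma with DMSO and 100% = IFN-gamma with 300 µM nifuroxazide; values of inactives mirror those of a sister screen read the other way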
S1P3 antagonist: antagonists of human S1P3 receptor | Q99500 | CHO S1P3 NFAT-BLA reporter, FRET fluorescence, antagonist mode | inhibition, % at 4.98 µM | 170,000 compounds, 0.27% hits;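 active = inhibition above the plate cutoff, the mean inhibition of test wells on that plate plus 3 SD, cut at about 28% in these data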;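 also: cells challenged with S1P at its EC80 of 0.8 µM; blue over green emission ratio from cleaved BLA substrate after 4 h stimulation; 0% = S1P-stimulated wells and 100% = unstimulated DMSO-only wells; some compounds past the cut are filed as inactive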
STAT3 blocker: STAT3 signaling inhibition; 190,000 compounds, 0.89% hits; U3A cells, IL-6 STAT3-luciferase reporter, luminescence; host cell line lacks STAT1; AID 862; inhibition, % at 5.5 µM;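 active = inhibition above the mean inhibition across all screened compounds plus 3 SD, cut at about 44% in these data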;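 also: 0% = DMSO only wells and 100% = 100 µM nifuroxazide control wells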
STAT3 act: activators of IL-6 induced STAT3 signaling. U3A cells, IL-6 STAT3-luciferase reporter, luminescence; 100% = signal with IL-6 EC80 alone. activation (% of control), % at 5.6 µM. 190,000 compounds, 0.91% hits;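 active = activation above the screen-wide mean of compound activation plus 3 SD, cut at about 130% in these data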;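 also: 0% = background luminescence of wells with medium and substrate only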
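Test system: Human STAT1-deficient U3A cells with stable STAT3-luciferase reporter | Also added: Interleukin-6, 33 ng/mL | Timing: Compound pre-incubation 1 h before IL-6, then 6 h stimulation at 37 °C | Technique: Luciferase reporter luminescence | Read-out: Percent of IL-6-only median luminescence | Benchmarks: IL-6-only wells as 100% reference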
SRC2 TRFRET art: counter-screen for PPARgamma SRC-2 recruitment agonists: TR-FRET artefact | stronger effect = higher value | TR-FRET ratio at 8 µM | 200,000 compounds, 0.4% hits; in the data active = TR-FRET ratio above about 2000; also: inactives centre near 1500
TLR4 MyD88 comp: blocks binding of human TLR4 to MyD88; O00206+Q99836; HeLa CL3-4 TLR4/MyD88 BLA complementation, FRET ratio; inhibition, % at 8.4 µM; 200,000 compounds, 0.18% hits; AID 861; in the data active = inhibition above about 25%;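 also: 0% = vehicle and 100% = reference inhibitor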
Target sequence (O00206 whole entry, looked up): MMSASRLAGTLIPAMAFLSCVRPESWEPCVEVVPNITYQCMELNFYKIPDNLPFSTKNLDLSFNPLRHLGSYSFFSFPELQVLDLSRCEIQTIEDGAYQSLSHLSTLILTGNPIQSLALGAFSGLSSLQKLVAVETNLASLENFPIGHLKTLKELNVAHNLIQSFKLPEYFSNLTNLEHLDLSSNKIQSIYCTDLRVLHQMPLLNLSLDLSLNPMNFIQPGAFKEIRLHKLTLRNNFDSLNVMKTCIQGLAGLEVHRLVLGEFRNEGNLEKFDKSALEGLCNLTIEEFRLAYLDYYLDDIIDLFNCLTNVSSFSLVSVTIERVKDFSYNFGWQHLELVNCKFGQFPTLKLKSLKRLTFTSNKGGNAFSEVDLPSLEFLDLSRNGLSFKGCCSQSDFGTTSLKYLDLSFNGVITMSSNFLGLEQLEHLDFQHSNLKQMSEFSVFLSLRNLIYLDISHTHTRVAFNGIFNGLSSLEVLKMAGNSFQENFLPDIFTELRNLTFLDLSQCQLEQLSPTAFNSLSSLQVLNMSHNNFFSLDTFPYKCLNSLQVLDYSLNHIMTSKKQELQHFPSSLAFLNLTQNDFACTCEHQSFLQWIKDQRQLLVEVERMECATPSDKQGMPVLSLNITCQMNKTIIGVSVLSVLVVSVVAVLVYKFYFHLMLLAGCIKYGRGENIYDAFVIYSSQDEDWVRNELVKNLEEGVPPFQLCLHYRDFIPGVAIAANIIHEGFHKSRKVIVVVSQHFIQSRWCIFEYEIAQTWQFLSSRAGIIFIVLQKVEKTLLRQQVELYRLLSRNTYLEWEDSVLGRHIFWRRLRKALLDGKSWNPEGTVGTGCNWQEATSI
Target sequence (Q99836 whole entry, looked up): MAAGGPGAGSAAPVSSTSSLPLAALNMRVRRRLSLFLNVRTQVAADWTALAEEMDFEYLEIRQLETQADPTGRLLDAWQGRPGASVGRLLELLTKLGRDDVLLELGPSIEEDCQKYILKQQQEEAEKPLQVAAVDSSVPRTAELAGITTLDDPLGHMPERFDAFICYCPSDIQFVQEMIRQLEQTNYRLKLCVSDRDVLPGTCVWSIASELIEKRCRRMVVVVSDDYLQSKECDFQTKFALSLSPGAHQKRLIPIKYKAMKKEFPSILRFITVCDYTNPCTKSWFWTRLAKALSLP
PPARg SRC-3 ag: PPARgamma-driven SRC-3 recruitment agonism; biochemical PPARgamma/SRC-3 coactivator recruitment assay; activation, % at 8 µM; 200,000 compounds, 0.26% hits; P37231; AID 731; in the data active = activation above about 23%;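 also: 0% = DMSO and 100% = reference agonist; some compounds past the cut are filed as inactive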
Active calls of the source: *; . = no result given.

#1 O=C(CN1CCCC1)NCC(=O)Nc1ccc(F)cc1
#2 O=C(CN1CCN(C(=O)c2ccco2)CC1)Nc1ccc2c(c1)OCO2
#3 CCO[C@H]1OC(C(=O)N2CCOCC2)=C[C@@H](C2CC2)[C@@H]1CCCO
#4 CC(=O)N1CC[n+]2c(-c3ccc(Cl)cc3Cl)csc21
#5 CCCOc1ccc(C2C(C(=O)OC)=C(C)N=C3SCCC(=O)N32)cc1OCC (stereo not drawn)
#6 CCc1c(C)sc(NC(=O)Cn2nc(C(F)(F)F)c3c2CCCC3)c1C#N
#7 CCOC(=O)c1c(C)[nH]c(C)c1C(=O)COC(=O)c1ccc(OC)cc1
#8 CCCN(CCC)CCSc1nc(O)c(C(C)C)c(=O)[nH]1
assay / entry,1,2,3,4,5,6,7,8
ROMK primary,-0.12,0.64,.,0.29,0.44,.,-0.46,-0.59
RAM network inh,2.5,.,-0.6,2.8,2.2,4.9,2.3,1.5
PPARg SRC2 recr,2,5,10,5,1,14,2,5
PPARg SRC-1 ag,-4,7,6,5,2,9,-5,-1
STAT1 inh,-5,2,4,-6,4,2,2,2
S1P3 antagonist,-3,.,-19,0,16,.,10,-9
STAT3 blocker,-2,6,.,-2,3,-16,11,12
STAT3 act,106,96,.,105,99,124,95,95
SRC2 TRFRET art,1770,1665,1590,1611,1497,1587,1618,1403
TLR4 MyD88 comp,5,-11,5,-9,-7,1,-3,-11
PPARg SRC-3 ag,4,-9,4,4,4,21,0,-6

#9 CCOC(=O)c1cnc(SCC(=O)N2CCc3ccccc32)nc1N
#10 Cc1ccc(-n2nc3cc(C)c(N)cc3n2)cc1
#11 CCOc1ccc(NC(=O)COC(=O)c2c(OC)cccc2OC)cc1
#12 Cc1cccc(N(CC(N)=O)C2SC(=O)NC2=O)c1 (stereo not drawn)
#13 Cc1c(C(=O)O)[nH]c2c1C(=O)CC(c1ccc(Cl)cc1)C2 (stereo not drawn)
#14 CN(CC(=O)Nc1ccc(F)c(Cl)c1)S(=O)(=O)c1cccc2nsnc12
#15 CC(C)CNC(=O)c1cccc(NC(=O)CCc2ccccc2)c1
#16 Cc1ccccc1OCCC(=O)Nc1ccc(F)c(Cl)c1
assay / entry,9,10,11,12,13,14,15,16
ROMK primary,.,.,-0.055,0.74,.,1.1,-0.96,0.092
RAM network inh,4.1,7.5,0.9,0.6,-1.1,-0.6,2.5,1.6
PPARg SRC2 recr,3,0,5,1,5,-6,5,3
PPARg SRC-1 ag,2,-1,0,-3,6,1,4,0
STAT1 inh,1,-7,-5,0,-7,7,3,-1
S1P3 antagonist,3,.,-4,.,-40,5,2,0
STAT3 blocker,6,28,1,1,7,1,0,1
STAT3 act,99,78,103,102,98,101,104,97
SRC2 TRFRET art,1688,1429,1595,1367,1805,1406,1585,1384
TLR4 MyD88 comp,-1,-20,-10,11,-2,3,7,3
PPARg SRC-3 ag,-1,6,4,10,0,-4,0,2

#17 O=S(=O)(Nc1nccs1)c1ccc2c(c1)OCCO2
#18 CCn1c(O)c(N=NC(=O)Cc2csc(N3CCOCC3)n2)c2ccccc21
#19 Cc1coc2cc3oc(=O)cc(C)c3cc12
#20 COc1ccc(-c2nnn(CCc3nn[nH]n3)n2)cc1
#21 CC1CCC(N2CCN(S(C)(=O)=O)CC2)CC1 (stereo not drawn)
#22 COC(=O)C1CCN(Cc2cn(-c3ccccc3)nc2-c2ccc3c(c2)OCO3)CC1
#23 COc1ccccc1Nc1ncnc2nc[nH]c12
#24 Cc1ccc2[nH]c3c(c2c1)CCCC3C(N)=O (stereo not drawn)
assay / entry,17,18,19,20,21,22,23,24
ROMK primary,0.71,-0.011,-1.1,.,1.4,-0.79,4*,-0.66
RAM network inh,3.8,-0.5,2.3,.,2.4,0.7,-0.3,-0.5
PPARg SRC2 recr,-2,-7,0,-11,-4,8,2,-4
PPARg SRC-1 ag,4,0,-4,-1,-5,10,3,-1
STAT1 inh,-5,6,8,-3,-8,-7,3,-11
S1P3 antagonist,1,7,5,.,-29,-6,.,14
STAT3 blocker,4,5,21,3,-1,10,4,3
STAT3 act,99,97,85,101,104,97,96,100
SRC2 TRFRET art,1588,1472,1667,1315,1207,1655,1572,1528
TLR4 MyD88 comp,5,-1,7,-3,-1,4,-5,14
PPARg SRC-3 ag,-7,-1,-5,5,-4,6,-6,1

#25 COCCCN1C(=O)C(=O)/C(=C(/O)c2ccc(OCC(C)C)cc2C)C1c1cccnc1 (stereo not drawn)
#26 CC(C)(C)C1(O)CC(C(F)(F)F)=NN1C(=O)Cc1ccc([N+](=O)[O-])cc1 (stereo not drawn)
#27 Cc1onc(-c2ccccc2)c1C(=O)NCC1CCCO1 (stereo not drawn)
#28 COc1ccc(-c2noc(CCC(=O)NCCCN3CCC(C)CC3)n2)cc1
#29 COc1cc(OC)cc(C(=O)N2CCC(n3c(C)nc4cc(F)ccc43)CC2)c1
#30 CCOc1ccc(N(CC(=O)Nc2ccc(C)c(C)c2)S(=O)(=O)c2c(C)noc2C)cc1
#31 Cc1occc1C(=O)N=Nc1c(O)[nH]c2ccc(Br)cc12
#32 CCCCCc1nnc(NC(=O)OCCC)s1
assay / entry,25,26,27,28,29,30,31,32
ROMK primary,.,-0.53,-0.11,0.0076,0.025,.,.,.
RAM network inh,-0.8,1.9,1.5,0.3,0.0,4.1,0.8,0.7
PPARg SRC2 recr,-5,8,0,6,2,16,-6,7
PPARg SRC-1 ag,0,3,4,7,8,7,-8,3
STAT1 inh,-1,8,0,6,-7,12,-22,-1
S1P3 antagonist,-40,-6,20,.,-24,1,-13,-33
STAT3 blocker,3,-44,-7,-3,-4,0,-5,15
STAT3 act,100,137*,107,102,106,100,101,91
SRC2 TRFRET art,1440,1693,1520,1715,1463,1604,1451,1562
TLR4 MyD88 comp,5,-11,3,-3,5,-4,-11,8
PPARg SRC-3 ag,-9,-2,0,11,6,7,0,4

#33 O=C(NCc1ccccc1Cl)c1ccc(-c2ccccc2)cc1
#34 CCC(=NCc1ccco1)c1c(C(F)(F)F)[nH]n(-c2nc3ccccc3s2)c1=O
#35 Cc1[nH]c2ccccc2c1Cc1n[nH]c(=S)n1C
#36 CCOC(=O)CSc1nc(C(C)C)nc2ccccc12
#37 O=C(CSc1nnnn1C1CCCC1)Nc1cccc(NC(=O)c2ccco2)c1
#38 CCCCCN1CSC(=S)N(Cc2ccccc2)C1
#39 COc1cc(NC(=O)C2CCN(S(=O)(=O)c3cccc4nonc34)CC2)cc(OC)c1
#40 CC(C)CCNC(=O)C1CCC(=O)N1C(C)C (stereo not drawn)
assay / entry,33,34,35,36,37,38,39,40
ROMK primary,0.051,-0.043,.,.,.,.,.,.
RAM network inh,0.5,4.1,-0.1,1.5,1.1,-0.2,5.2,-0.1
PPARg SRC2 recr,10,8,1,-6,-2,-3,11,-7
PPARg SRC-1 ag,8,6,-3,-3,0,3,4,3
STAT1 inh,1,-22,-8,0,-2,-2,2,8
S1P3 antagonist,-14,.,.,.,-25,1,-16,.
STAT3 blocker,-11,33,-1,7,4,1,9,17
STAT3 act,107,76,104,97,99,102,98,89
SRC2 TRFRET art,1546,1586,1560,1508,1486,1507,1394,1403
TLR4 MyD88 comp,-4,4,7,-4,-14,-2,-4,9
PPARg SRC-3 ag,7,-3,-3,-1,5,4,0,6

#41 Cc1cccc(C)c1NC(=O)CCCSc1nnnn1C
#42 Cc1cc(C)n2c(SCC(=O)NC3CCCCC3C)nnc2n1 (stereo not drawn)
#43 COCCn1c(Sc2nc(C)cs2)nc2c1c(=O)[nH]c(=O)n2C
#44 CCNC(=S)Nc1scc(-c2ccccc2)c1C(=O)OCC
#45 Cc1nnc(SCC(=O)Nc2sccc2C(N)=O)n1Cc1ccccc1
#46 CC(=O)Nc1ccc(S(=O)(=O)Nc2cc(C)c(-n3nc4ccccc4n3)cc2O)cc1
#47 COc1ccccc1NC(=O)C(CC(C)C)NC(=O)C1CCCCC1 (stereo not drawn)
#48 CCOC(=O)c1c(C)n(C)c2cc(Br)c(OC)cc12
assay / entry,41,42,43,44,45,46,47,48
ROMK primary,.,1.3,-0.0083,2.5,.,0.46,0.18,-0.84
RAM network inh,1.1,0.8,-0.8,2.7,2.7,6.8,1.5,2.0
PPARg SRC2 recr,8,-1,10,1,15,11,3,1
PPARg SRC-1 ag,2,5,-1,8,8,0,-1,-5
STAT1 inh,-6,-1,-1,-2,-1,-1,3,-1
S1P3 antagonist,-47,-12,3,0,-6,-2,.,9
STAT3 blocker,3,8,-2,-8,7,17,2,33
STAT3 act,102,100,105,105,99,88,96,75
SRC2 TRFRET art,1439,1457,1416,1637,1625,1487,1415,1504
TLR4 MyD88 comp,11,2,0,9,-2,8,-7,-14
PPARg SRC-3 ag,5,1,-3,13,13,-1,1,3

#49 O=C(Nc1ccccc1)c1ccc(S(=O)(=O)N(CCO)CCO)cc1
#50 C(=N\Nc1nc2ccccc2[nH]1)/c1ccncc1
#51 Cc1ccccc1NCC(=O)N/N=C/c1c[nH]c2ccccc12
#52 NC(=O)CN1CCN(S(=O)(=O)c2ccc(Cl)cc2)CC1
#53 CCOc1cc(/C=C(/C#N)C(=O)Nc2ccc(O)cc2)cc(Br)c1O
assay / entry,49,50,51,52,53
ROMK primary,-0.98,0.042,.,0.58,.
RAM network inh,0.4,0.7,-0.7,1.3,3.9
PPARg SRC2 recr,0,11,-6,6,-5
PPARg SRC-1 ag,-7,16,0,2,5
STAT1 inh,7,-30,-10,4,-2
S1P3 antagonist,-7,-13,-12,-13,.
STAT3 blocker,4,-3,-2,4,-5
STAT3 act,100,107,105,97,114
SRC2 TRFRET art,1534,1937,1431,1509,1556
TLR4 MyD88 comp,-15,11,-12,-11,6
PPARg SRC-3 ag,1,9,-2,2,3
